Compound activity deposited in PubChem BioAssay by several laboratories.
RmlCD inh 1536 – inhibitors of Mycobacterium tuberculosis RmlC and RmlD coupled enzymes; P9WH09+P9WH11; RmlC+RmlD coupled enzyme assay, percent inhibition; primary screen in compound mixtures; inhibition, % at 3.6 µM; actives 0.03% (n = 160,000); AID 1533; in the data active = inhibition mostly above about 34%, no sharp cut-off; note: some results filed as inactive read as strong as hits
Target sequence (P9WH09 whole entry, looked up): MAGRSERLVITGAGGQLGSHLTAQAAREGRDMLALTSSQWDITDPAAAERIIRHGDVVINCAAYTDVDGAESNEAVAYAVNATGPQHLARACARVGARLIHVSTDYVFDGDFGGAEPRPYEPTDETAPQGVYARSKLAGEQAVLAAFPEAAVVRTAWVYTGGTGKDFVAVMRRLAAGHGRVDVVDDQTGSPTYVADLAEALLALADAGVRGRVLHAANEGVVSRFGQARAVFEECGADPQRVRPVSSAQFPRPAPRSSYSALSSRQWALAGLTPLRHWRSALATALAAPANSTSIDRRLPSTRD
Target sequence (P9WH11 whole entry, looked up): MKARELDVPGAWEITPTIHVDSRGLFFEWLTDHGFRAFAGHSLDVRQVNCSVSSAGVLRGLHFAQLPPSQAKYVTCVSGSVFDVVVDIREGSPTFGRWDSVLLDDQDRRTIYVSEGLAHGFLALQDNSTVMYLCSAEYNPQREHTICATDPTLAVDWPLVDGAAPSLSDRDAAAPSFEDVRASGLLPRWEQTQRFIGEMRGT
GlmU inhibition – inhibition of mycobacterial GlmU enzyme – biochemical, glucosamine-1-phosphate acetyltransferase (AID 1376). actives 0.25% (n = 220,000). M. tuberculosis GlmU acetyltransferase enzyme assay; higher % means a stronger effect. inhibition, %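 (tested at 30 µM in the primary screen)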; hits with a dose series show IC50 in µM; in the data active = inhibition above about 13%;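 note: 0% = complete reaction with vehicle and 100% = reaction without substrate; strong numbers were not always called active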
Numbers without * were called inactive; nt = not tested or not shown. Only part of the results is shown; the hit share may differ from the screen's.

Value order – RmlCD inh 1536 | GlmU inhibition
c1ccc2c(c1)OCC(CNc1ncnc3sccc13)O2 (stereo unspecified)
  -8 | 1.1%
Cc1ccc(N2CCN(CC(O)COc3ccc([N+](=O)[O-])cc3)CC2)cc1 (stereo unspecified)
  nt | 1.5%
Cc1cccc(OCC(=O)NN2C(=O)C3C4C=CC(O4)C3C2=O)c1 (stereo unspecified)
  -6 | -11%
O=C(CSCCO)Nc1cccc2ccccc12
  8 | nt
CCc1nc(NCC2CCCN2CC)c2nnn(Cc3ccccc3F)c2n1 (stereo unspecified)
  nt | 0.5%
COc1ccc2c(c1OC)C(=O)N1N=C(c3ccccc3)CC21 (stereo unspecified)
  8 | -3.5%
CC(=O)c1sc(-c2cccc(Cl)c2)nc1C
  nt | 0.1%
CC(=O)N(CCP(=O)(c1ccccc1)c1ccccc1)Cc1ccco1
  nt | 7.0%
CSC1=NC(C)N2C(SC)=NC(C)N12 (stereo unspecified)
  -10 | 1.2%
COc1ccc(C(=O)NCCNC(=O)c2cc(OCC(F)(F)F)ccc2OCC(F)(F)F)cc1
  12 | 1.6%
O=C(NCc1ccco1)c1cc(C(=O)C2CC2)c[nH]1
  -2 | 0.9%
COc1cc(C)c(/C=C/C(C)=C/C=C/C(C)=C/C(=O)O)c(C)c1C
  nt | 1.9%
CCC(=O)NCCc1nc2cc(NC(=O)c3ccc(OC)cc3)ccc2n1C
  -10 | -4.4%
O=C(N1CCN(CCO)CC1)N1c2ccccc2CCc2ccccc21
  10 | 2.5%
N#C/C(=C\c1cccc(Cl)c1)c1n[nH]c(Cn2cncn2)n1
  11 | -1.4%
Cc1ccc(N=Cc2c(C)[nH]n(-c3nc4ccccc4[nH]3)c2=O)cc1
  -8 | -1.0%
CCOC(=O)C1CCCN(c2c(NCc3ccco3)c(=O)c2=O)C1 (stereo unspecified)
  1 | -4.2%
CCOC(=O)c1ccc(N2C(=O)CC(C)(CC)CC2=O)cc1
  30 | 5.0%
CC[C@@H](CO)C1CC2NC3CC4(c5ccccc5N(C)[C@@H]24)C(O)C31 (stereo partly specified)
  nt | -1.0%
Fc1ccc(NC(=S)NN2CCOCC2)cc1Cl
  -4 | -1.5%
Cc1ccnc(N(C(=O)c2cccs2)C(=O)c2cccs2)c1
  -2 | -0.7%
Cc1nc2sccc2c(=O)n1N
  0 | 2.5%
COC(=O)c1c(NC(=O)COC(=O)[C@@H](NS(=O)(=O)c2ccc(C)cc2)C(C)C)sc2c1CCC2
  -10 | 3.7%
COC(=O)c1ccc(OCC(=O)c2cccc(OC)c2)cc1
  -11 | 8.9%
CN(CC(=O)NC1CCCCC1)S(=O)(=O)c1ccc(Cl)cc1
  nt | -2.0%
C=CCC(Nc1ccccc1)c1ccc(OC)c(OC)c1 (stereo unspecified)
  -15 | 3.6%
Cc1cccc(OCC(=O)NC(Cc2ccccc2)C(=O)O)c1 (stereo unspecified)
  nt | 0.5%
COc1c(Cl)cnn(-c2ccc(C)cc2)c1=O
  nt | 0.8%
CC(Sc1nncs1)C(=O)NCC(=O)Nc1ccc(F)c(F)c1F (stereo unspecified)
  nt | -0.6%
CC(=O)Nc1ccc(NC(=O)Cn2cnc3c(nnn3Cc3ccc(F)cc3)c2=O)cc1
  -13 | 2.4%
O=C(/C=C/c1cccs1)N1CCC2(CC1)Oc1ccc(F)cc1C(=O)C21CC(c2ccccc2)=NO1 (stereo unspecified)
  nt | -0.7%
CCOC(=O)CCc1c(C)n[nH]c1C
  1 | 3.1%
O=C(Nc1cccnc1)c1cccc(S(=O)(=O)N2CCOCC2)c1
  13 | -2.9%
C=C(C)C1Cc2c(C)nn(-c3ccccn3)c2C1 (stereo unspecified)
  nt | -2.1%
CC(=O)C1=C(C)NC(SCC(=O)c2ccc(F)cc2)=C(C#N)C1c1ccco1 (stereo unspecified)
  8 | 8.8%
CCOc1ccc(NC(=O)N2CC=C(n3c(=O)[nH]c4ccccc43)CC2)cc1
  8 | 1.8%
CCCC(CCC)=NNc1ccc(S(=O)(=O)Nc2ccccc2OC)cc1[N+](=O)[O-]
  10 | -0.8%
COc1cc2cc(CN(C(=O)Nc3ccccc3)C3CCCC3)c(=O)[nH]c2cc1OC
  5 | -1.1%
CCOc1ccc2nc(SC3CC(=O)N(c4ccccc4)C3=O)sc2c1 (stereo unspecified)
  nt | -2.6%
CCOc1nc(C)ccc1-c1noc(-c2ccncc2)n1
  14 | -0.6%

Given field by field: part of the list above
> C=C(C)C1Cc2c(C)nn(-c3ccccn3)c2C1 (stereo unspecified)
  RmlCD inh 1536: nt
  GlmU inhibition: -2.1%

> CC(=O)C1=C(C)NC(SCC(=O)c2ccc(F)cc2)=C(C#N)C1c1ccco1 (stereo unspecified)
  RmlCD inh 1536: 8
  GlmU inhibition: 8.8%

> CCOc1ccc(NC(=O)N2CC=C(n3c(=O)[nH]c4ccccc43)CC2)cc1
  RmlCD inh 1536: 8
  GlmU inhibition: 1.8%

> CCCC(CCC)=NNc1ccc(S(=O)(=O)Nc2ccccc2OC)cc1[N+](=O)[O-]
  RmlCD inh 1536: 10
  GlmU inhibition: -0.8%

Continued:
Value order – RmlCD inh 1536 | GlmU inhibition
O=C(CN1CCOc2ccccc21)NCc1ccco1
  5 | 0.2%
Cc1ccc(/C=C2/N=C(c3ccccc3)NNC2=O)cc1
  4 | 3.8%
COC(=O)c1cn(NC(=O)Cc2ccccc2OC)c(=O)c2ccccc12
  2 | -0.8%
Cc1occc1-c1nnc(SCCNCCO)o1
  -17 | -9.2%
CC(=O)NCC(=O)OCC(=O)c1ccc(Br)cc1
  -17 | 1.7%
FC(F)(F)c1cnc(-c2cnc(-c3ccncc3)nc2)c(Cl)c1
  1 | 4.9%
Cc1ccc(NC(=O)CNc2ccc(N3CCOCC3)cc2)cc1S(=O)(=O)N(C)C
  -6 | -3.2%
Nc1nncn1C(=O)CCCOc1ccccc1
  3 | -3.3%
CCCCC(CC)CNC(=O)CCCCn1c(=O)[nH]c2ccsc2c1=O (stereo unspecified)
  16 | -3.3%
CCOC(=O)/C=C1\SCC(=O)N1CC(=O)NC(C)C
  9 | nt
COCC(C)NC(=O)CSc1nc(-c2ccccc2)c(-c2ccccc2)o1 (stereo unspecified)
  nt | -5.0%
O=C1CC(C2CCCO2)C(=O)N1c1ccccc1 (stereo unspecified)
  nt | 2.6%
O=C1CCCN1c1cccc(Br)c1
  nt | 0.3%
COc1cccc(F)c1C(=O)NC(=O)Nc1ccc2nc(C)oc2c1
  -1 | 2.3%
COc1ccc(C2(O)CCN(CCCCOc3ccccc3)CC2)cc1
  2 | -1.3%
Cc1cnn(-c2ccc3nnc(-c4ccc(Cl)cc4)n3n2)c1
  nt | 2.4%
C#CCN(CC=C)C(=O)CCc1nnc(COc2ccccc2)o1
  6 | -5.7%
CCn1c(COc2ccccc2C)nnc1SCC(=O)CC(=O)Nc1ccccc1
  6 | nt
O=C(CC(Nc1ccc(F)cc1)C(=O)OCC(=O)c1cccs1)c1ccccc1 (stereo unspecified)
  8 | 1.9%
Cc1cccc2c1=NC(=O)/C(=C/c1c(O)[nH]c(=O)[nH]c1=O)C=2
  nt | 2.1%
Cc1cc(-n2c(=O)c(C#N)cc3c(=O)n4cccc(C)c4nc32)no1
  nt | -1.6%
O=C(c1cccc(F)c1)N1CCN(C(=O)c2cc3ncc(Br)cn3n2)CC1
  10 | 0.4%
CCC(Sc1nc(=O)cc(N)n1-c1ccccc1)C(=O)Nc1cc(C)on1 (stereo unspecified)
  nt | -1.4%
Clc1ccc(-c2nnc(C3CC3)o2)cc1
  -5 | -1.1%
CCOC(=O)Cn1cc(C(=O)c2ccccc2F)c2ccccc21
  -6 | 3.6%
CCNC(=O)c1ccc(OCC(=O)Nc2ccc(F)cc2)c(OC)c1
  nt | -1.8%
CNC(=O)c1csc(-c2ccccc2)n1
  nt | 1.3%
CN(C)CCOc1ccccc1C(C)(C)C
  nt | -0.3%
Cc1nnc(NC(=O)Nc2cccc(Cl)c2)s1
  8 | -2.2%
O=C(NC1CCCCC1)NC1CC2CCCC(C1)N2C1CCCC1 (stereo unspecified)
  15 | 6.5%
COC(=O)c1cn(C(=O)OC)c2ccccc12
  13 | 6.0%
Cc1nn(C(=O)c2cccnc2)c(C)c1C
  -8 | -3.2%
O=C(NNCC(O)COc1ccccc1)c1ccccc1 (stereo unspecified)
  nt | -1.1%
Cc1ccc(C)n1NC(=O)c1ccccc1Cl
  2 | -2.3%
Cc1nc([N+](=O)[O-])cn1-c1ccc(N)cc1
  -11 | 1.9%
O=C1/C(=C/c2ccc([N+](=O)[O-])cc2)C=C(c2ccccc2)N1c1ccccc1
  21 | 6.2%
COc1ccc(-n2c(Cc3cc(=O)[nH]c(=O)[nH]3)nnc2SCc2ccccc2)cc1
  -7 | -3.1%
CC(C)(C)C(=O)O/N=C1/C(=O)N(c2ccccc2)c2ccccc21
  6 | 1.8%
Cc1ccc(C(=O)COC(=O)CCCC(=O)NC2CCCCC2)cc1[N+](=O)[O-]
  -13 | 2.9%
CCCC(=O)Nc1cccc(S(=O)(=O)N(C)c2ccccc2)c1
  nt | -3.6%
C/C(=C\C(=O)c1ccc(Br)cc1)NCc1ccc(C)cc1
  nt | -4.6%
CCCC(=O)n1nc(-c2ccco2)nc1N
  nt | 0.6%
CC(=O)Nc1ccc(NC(=O)c2ccc(NS(=O)(=O)c3cc(C(C)(C)C)ccc3C)cc2)cc1
  nt | -4.7%
COc1ccc(OCC(O)Cn2c(Br)nc3c2c(=O)[nH]c(=O)n3C)cc1 (stereo unspecified)
  nt | -1.0%
CCOC(=O)c1c(C)n(Cc2ccccc2)c2ccc(O)cc12
  -9 | 0.5%
Cc1sc(NC(=O)c2ccco2)c(C(c2ccncc2)N2CCOCC2)c1C (stereo unspecified)
  -11 | -1.9%
COc1ccc(CNC(=O)c2csc(Cc3ccc(OC)cc3)n2)cc1
  nt | 1.7%
C=CCOC(=O)C1=C(C)Nc2ncnn2C1c1cccs1 (stereo unspecified)
  7 | -6.0%
Cc1cc(C(=O)CN2C(=O)NC(C)(c3ccccc3)C2=O)c(C)n1CC1CCCO1 (stereo unspecified)
  23 | 0.2%
Cc1nc2ccccn2c1C(=O)NNC(=S)Nc1ccccc1
  -4 | 4.5%
NC(=O)[C@@H]1CCCNc2c(F)cc([N+](=O)[O-])cc2C(=O)N[C@@H](CCC(=O)O)C(=O)N[C@@H](CO)C(=O)N1
  nt | 0.3%
COc1ccc(CC2NCCC3=CC(=O)CCC32)cc1O (stereo unspecified)
  nt | -0.1%
CCCCOc1ccc(CN2CCC(O)CC2)cc1
  7 | 1.3%
CC(C(=O)Nc1cccnc1)n1cc([N+](=O)[O-])cn1 (stereo unspecified)
  2 | 0.2%
O=C(CN1C(=O)COc2ccccc21)N1CCN(c2ccccc2F)CC1
  -12 | -5.1%
CCOC(=O)CSc1n[nH]c(-c2ccco2)n1
  nt | -0.4%
Cc1ccc(C)c(NC(=O)C(c2ccccc2)N2CCOCC2)c1 (stereo unspecified)
  11 | -2.6%
CCOC(=O)COc1cc(OCC(=O)OCC)c2c(=O)cc(-c3ccccc3)oc2c1
  -8 | 0.7%
O=C(O)c1ccc(NS(=O)(=O)c2cc(C(=O)O)ccc2Br)cc1
  7 | -1.7%
O=C(NCc1ccccc1Cl)C1CCCN(S(=O)(=O)c2cnc[nH]2)C1 (stereo unspecified)
  10 | -0.8%

New compounds follow.
Value order – RmlCD inh 1536 | GlmU inhibition
CCc1cc2c(=O)c(Oc3ccccc3)c(C)oc2cc1O
  nt | 7.8%
CCCC[n+]1c(C)sc2ccc(C)cc21
  2 | 0.8%
NC(=O)C1CCN(C(=O)/C=C/c2ccco2)CC1
  nt | 6.4%
Cc1cccc(N2CCN(C(=O)c3ccc4ncsc4c3)CC2)c1C
  5 | nt
CN1CCN(c2nc(-c3ccco3)cc(C(F)(F)F)n2)CC1
  -8 | 0.4%
CC(=O)N1CC2(C)CN(C(C)=O)CC(C)(C1)C2=O
  nt | 15%
CCOC(=O)C1CCN(C(=O)c2oc3ccc(S(=O)(=O)N4CCCCCC4)cc3c2C)CC1
  -6 | -1.6%
Cc1c(C#N)c2ccccc2n1CC(=O)NCc1ccccc1
  nt | -0.7%
Cc1c(NC(=O)c2cc(-c3ccccc3)on2)c(=O)n(-c2ccccc2)n1C
  2 | 3.1%
O=C1c2ccccc2C(=O)c2cc(NC(=O)C3CC3)ccc21
  nt | -1.3%
O=C(CC1NC2CCCCC2NC1=O)Nc1cccc(C(F)(F)F)c1 (stereo unspecified)
  nt | 2.1%
Cc1ccc(C(=O)Nc2ccc3nc(C)sc3c2)s1
  -2 | 5.2%
COc1ccc(NC(=O)Nc2ccc3oc(C)nc3c2)cc1
  7 | 4.1%
CCOc1ccc(N(C(=O)C2CCCO2)C2C=CS(=O)(=O)C2)cc1 (stereo unspecified)
  -4 | 3.2%
COC(=O)c1scc2c(Oc3ccccc3)cc(C(F)(F)F)nc12
  8 | 0.2%
O=C(CN(Cc1ccco1)C(=O)CNS(=O)(=O)c1ccccc1)NCc1ccc(F)cc1
  nt | 1.4%
CCCCOc1ccc(C(=O)NCCc2cccs2)cc1
  3 | 0.3%
CS(=O)(=O)n1nc(OC(=O)c2cccs2)cc1N
  nt | -3.7%
CN(c1ccc(OCC(=O)NC2=NCCS2)cc1)S(=O)(=O)c1ccc(F)cc1
  9 | -4.5%
c1ccc(CN2CCN(c3ncnc4nc[nH]c34)CC2)cc1
  7 | 2.9%

An excerpt from above in order of length of the SMILES, rising.
Value order – RmlCD inh 1536 | GlmU inhibition
Cc1c(C#N)c2ccccc2n1CC(=O)NCc1ccccc1
  nt | -0.7%
O=C(CC1NC2CCCCC2NC1=O)Nc1cccc(C(F)(F)F)c1 (stereo unspecified)
  nt | 2.1%
O=C(CN(Cc1ccco1)C(=O)CNS(=O)(=O)c1ccccc1)NCc1ccc(F)cc1
  nt | 1.4%
